# BL2 CD40 inh – CD40 pathway inhibition in BL2 cells. 0.94% of 83,000 active. BL2 NF-kB luciferase reporter, CD40L-induced, 4 h. inhibition, % at 10 µM;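 active = mean inhibition of at least 50% with a set share of replicates also reaching that level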;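 note: 0% = neutral control wells and 100% = IKK inhibitor VII at 50 µM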
# * marks the source's active call; other numbers are inactive results; & = joins results of further samples; [ ] = remark or other dose.
structure	BL2 CD40 inh
COc1ccc2[nH]c3c(c2c1)CCNC3C1CC=C(C)CC1 (stereo not drawn)	10
CC(=O)N1CCCCN2[C@H](CO)[C@H](c3ccc(-c4ccccc4)cc3)[C@H]2C1	0[25 µM]
Cc1ccc(C(=O)Nc2nccc(-c3cccs3)n2)cc1	-24
COc1ccc(C(CNC(=O)c2[nH]c(C)c(C(C)=O)c2C)N2CCOCC2)cc1 (stereo not drawn)	5
COCC(=O)N(C[C@H]1[C@H](c2ccccc2)[C@H](CO)N1C(=O)NC(C)C)C(C)C	-3[25 µM]
CCC(=O)N1[C@H](CO)[C@H](c2ccc(C3=CCCCC3)cc2)[C@@H]1CN(C)C(C)=O	3
O=C(c1ccccc1-c1nc2ccccc2[nH]1)N1CCCCC1	13
NS(=O)(=O)c1ccc(NC(=O)COC(=O)CCCN2C(=O)c3cccc4cccc(c34)C2=O)cc1	-22
O=C(Nc1ccc2c(c1)OCO2)Nc1ccc2c(c1)OCO2	-62
N#Cc1c(Nc2ccccc2)[n+]([O-])c2ccc(Cl)cc2[n+]1[O-]	-36
O=C(NC1CCC1)[C@@H]1[C@@H](CO)[C@@H]2Cn3c(cccc3=O)[C@H]1N2CC1CCCCC1	2
CCOC(=O)c1c(C)c(C(=O)NCCN2CCOCC2)c(C)n1CC	8

# Continued, overlapping the part above by 3 compounds.
structure	BL2 CD40 inh
N#Cc1c(Nc2ccccc2)[n+]([O-])c2ccc(Cl)cc2[n+]1[O-]	-36
O=C(NC1CCC1)[C@@H]1[C@@H](CO)[C@@H]2Cn3c(cccc3=O)[C@H]1N2CC1CCCCC1	2
CCOC(=O)c1c(C)c(C(=O)NCCN2CCOCC2)c(C)n1CC	8
COc1ccc2c(c1)C1C=CCC1C(c1cc3c(cc1Br)OCO3)N2 (stereo not drawn)	-1
CN1CCN(C(=O)c2ccc(C3SCC(=O)N3Cc3ccco3)cc2)CC1 (stereo not drawn)	3
Cn1c(=O)c2c(nc(N3CCCCCC3)n2CC(O)COc2ccccc2)n(C)c1=O (stereo not drawn)	4
C[C@H](CO)N1C[C@H](C)[C@@H](CN(C)C)OCc2ccccc2-c2c(n(C)c3ccccc23)C1=O	-33[25 µM]
COc1ccc(Cc2nc3ccc(C(=O)NC4CCOC4)cc3o2)cc1 (stereo not drawn)	-12
C[C@@H]1CN([C@H](C)CO)C(=O)c2cc(C#CC3(O)CCCC3)cnc2O[C@H]1CN(C)S(=O)(=O)c1ccc(F)cc1	-1[25 µM]
C[C@@H]1CCCCO[C@H](CN(C)Cc2ccc(C(F)(F)F)cc2)[C@H](C)CN([C@@H](C)CO)C(=O)c2cc(NC(=O)Nc3cccc4ccccc34)ccc2O1	15[25 µM]
Cc1nc(N)ncc1-c1ccc2c(c1)OCO2	-18
O=C(CCc1nnc(C2CCCCC2)o1)NCc1ccc(F)c(F)c1	1
COc1ccccc1CNC(=O)CNCC1CCCO1 (stereo not drawn)	17
CC(=O)Nc1ccc(OCC(=O)NC(C)C(C)C)cc1 (stereo not drawn)	5
CC(=O)Nc1cccc(-c2nnc3n2CC(C)S3)c1 (stereo not drawn)	5

# (next part)
structure	BL2 CD40 inh
CCCCCCCCS(=O)C1CS(=O)(=O)CC1O (stereo not drawn)	-9
CCOC(=O)c1nnsc1NC(C)=O	8
CN(C)CCNc1ncnc2c1sc1nc(N3CCCC3)c3c(c12)CC(C)(C)OC3	4
O=C(COC(=O)CCc1ccccc1)Nc1ncc(Cl)cc1Cl	9
COCCN(C(=O)COC(=O)c1ccc2c(c1)OCCO2)c1c(N)n(Cc2ccccc2)c(=O)[nH]c1=O	-6
CCc1c(C)sc(NC(=O)Cc2ccccc2C)c1C(=O)N1CCOCC1	11
CC(=O)N1[C@@H]2c3ccc(-c4cccc(F)c4)c(=O)n3C[C@@H]2[C@@H](CO)[C@@H]1C(=O)NCC1CC1	-12[25 µM]
Clc1ccc(-n2cccc2)cn1	-3
CC1CCCC(NC(=O)CN(C)S(=O)(=O)c2cnc[nH]2)C1C (stereo not drawn)	-3
CNC[C@H]1Oc2ccc(NS(C)(=O)=O)cc2CC(=O)N(C)C[C@@H]1C	16
COc1ccc(NC(=O)CSCC(=O)Nc2nnc(C)s2)cc1	9
O=[N+]([O-])c1ccc(N2CCN(S(=O)(=O)c3ccccc3)CC2)c2cccnc12	1

# Next part.
structure	BL2 CD40 inh
CCOC(=O)/C(C#N)=C\C1=C(N2CCOCC2)CC(C)(C)OC1	4
O=C(C[C@@H]1CC[C@H]2[C@@H](COC[C@@H](O)CN2C(=O)c2ccncc2)O1)NCc1cc(F)cc(F)c1	-5[25 µM]
CN(C)CC(=O)N1C[C@@H]2N[C@H](C1)C2c1ccc(/C=C/c2ccccc2)cc1 (stereo partly drawn)	36&-12[25 µM]
COCC(=O)N1[C@H](CO)[C@@H](c2ccc(C#Cc3ccccc3F)cc2)[C@@H]1C#N	40[25 µM]
COc1ccc(OCC(=O)C2CC2)c(C#N)c1	-15
O=C(COc1ccc2c(-c3ccccc3)cc(=O)oc2c1)NCc1cccs1	8
O=C(NC1CCC1)[C@@H]1[C@@H](CO)[C@@H]2Cn3c(ccc(-c4ccncc4)c3=O)[C@H]1N2Cc1cocn1	-8[25 µM]
C/C(=N\NC(=O)c1cc2ccccc2cc1O)c1ccc2c(c1)OCO2	-35
CCCCC(=O)Nc1ccc(Br)cc1C(=O)O	11
CN(CC(=O)Nc1ccc(Cl)c(C(F)(F)F)c1)C(=O)C1CC(=O)N(Cc2ccco2)C1 (stereo not drawn)	-41
Cc1ccc(NS(=O)(=O)c2cccc(C(=O)N(C)Cc3cccs3)c2)cc1	8
O=C(CCC(=O)Nc1ccccc1)NCCO	15

# The list continues:
structure	BL2 CD40 inh
O=C(NNC(=S)NCc1ccccc1)c1ccc(Br)o1	-13
COc1ccc([C@H]2CC=CC[C@H](C)Oc3ccccc3C(=O)N(C)[C@H](C(C)C)C(=O)N2)c(OC)c1 (mixture of isomers)	0[25 µM]
C[C@H]1CN([C@@H](C)CO)C(=O)CCCn2cc(nn2)CO[C@H]1CN(C)C(=O)C1CCCCC1	1
COc1cccc(NC(=O)CN(C)C(=O)C2CC3C=CC2C3)c1 (stereo not drawn)	2
O=S(=O)(c1cccc(F)c1)N1CC[C@@H]2[C@H]1c1cc(Br)ccc1N[C@@H]2CO	6[25 µM]
CCC1(CC)C(=O)N(c2ccccc2)C(=N)N(c2ccccc2)C1=O	3
COc1ccc2c3c(n(C)c2c1)[C@@H](CO)N(C(=O)C1CCOCC1)CC31CN(C(=O)C2CCOCC2)C1	6
COCCNc1nc(-c2cc(C)c(C)cc2C)cs1	-13
CCOc1ccc2nc(SCc3ccccc3C#N)sc2c1	-103
CCN(c1ccccc1)S(=O)(=O)c1ccc(N2CCN(c3ccc(O)cc3)CC2)nc1	4
CC(C)NC(=O)NCC[C@H]1CC[C@H](NS(=O)(=O)c2ccc(Oc3ccccc3)cc2)[C@@H](CO)O1	1[25 µM]
COc1ccccc1C(=O)N1C[C@H]2[C@@H](c3ccccc31)[C@@H](CO)N2C(=O)C1CCOCC1	-2[25 µM]

# (listing goes on)
structure	BL2 CD40 inh
N#CCC(=O)Nc1ccc(C(=O)OCC(=O)Nc2sc3c(c2C#N)CCCC3)cc1	11
COc1cc(Br)c(C2C(C#N)=C(N)Oc3n[nH]c(-c4cccnc4)c32)cc1OC (stereo not drawn)	3
C[C@H](CO)N1C[C@H](C)[C@H](CN(C)C(=O)Nc2ccc(N3CCN(C)CC3)cc2)OCc2cn(nn2)CCCC1=O	-10
Cc1cccc(NC(=O)c2cc(NC(=O)c3ccco3)ccc2Cl)n1	0
Cc1ccc(S(=O)(=O)Nc2cccnc2Oc2ccc(Cl)cc2)cc1	11
COc1ccc(NC(=O)CSc2nc(C)cs2)c([N+](=O)[O-])c1	-28
Cc1ccc(S(=O)(=O)N2CCOCC2)cc1NC(=O)CSc1nnc(NC2CC2)s1	2
CC[C@@H]1C/C=C\C[C@@H](c2ccc(OC)cc2OC)NC(=O)[C@@H](C)CC(=O)N1	-9[25 µM]
Cc1nc(COC(=O)c2c(C)nn(-c3ccccc3)c2C)cs1	-47
O=C(COC(=O)c1ccccc1SCC(=O)N1CCCC1)NC1CCS(=O)(=O)C1 (stereo not drawn)	-10
Cc1cc(C)cc(NC(=O)Cn2nnc3ccccc3c2=O)c1	1
CCN(CC)S(=O)(=O)c1cc(C(=O)Nc2cccnc2Cl)ccc1Cl	7

# The listing continues:
structure	BL2 CD40 inh
NC(=O)N/N=C/c1ccc(Oc2ccc(F)cc2)cc1	-8[25 µM]
CC1(C)Cc2c(sc3nc(C4CC4)n(N)c(=O)c23)CO1	-9
Cc1cc(C(=O)N2CCCC(N3CCN(c4ccccc4C)CC3)C2)nc(C)n1 (stereo not drawn)	1
CC(=O)c1sc2nc(C)cc(C)c2c1N	-6
CCCCNC(=O)c1ccccc1Cl	7
Cc1ccc(C(=O)NCC(=O)OCc2nc3ccsc3c(=O)[nH]2)cc1C	11
Cc1ccc(-c2nnc(Nc3ccccc3)o2)cc1	20
O=C(CN1C(=O)c2ccccc2S1(=O)=O)NC1CC2CCC1C2 (stereo not drawn)	-14
CN(C)C(=O)c1cccc(-c2ccccc2[C@H]2[C@H](C#N)N(C(=O)C3CCCC3)[C@H]2CO)c1	0
CC(c1ccco1)N(C(=O)Nc1ccc(Cl)cc1)c1ccccn1 (stereo not drawn)	-40
CCCCn1c(NCc2ccncc2)nc2ccccc21	11
O=C(C[C@@H]1C[C@@H]2c3cc(NC(=O)Nc4ccccc4F)ccc3O[C@@H]2[C@H](CO)O1)NCc1ccccn1	3[25 µM]

# Among those listed so far, these contain an NH in an aromatic ring:
structure	BL2 CD40 inh
COc1ccc2[nH]c3c(c2c1)CCNC3C1CC=C(C)CC1 (stereo not drawn)	10
COc1ccc(C(CNC(=O)c2[nH]c(C)c(C(C)=O)c2C)N2CCOCC2)cc1 (stereo not drawn)	5
O=C(c1ccccc1-c1nc2ccccc2[nH]1)N1CCCCC1	13
COCCN(C(=O)COC(=O)c1ccc2c(c1)OCCO2)c1c(N)n(Cc2ccccc2)c(=O)[nH]c1=O	-6
CC1CCCC(NC(=O)CN(C)S(=O)(=O)c2cnc[nH]2)C1C (stereo not drawn)	-3
COc1cc(Br)c(C2C(C#N)=C(N)Oc3n[nH]c(-c4cccnc4)c32)cc1OC (stereo not drawn)	3
Cc1ccc(C(=O)NCC(=O)OCc2nc3ccsc3c(=O)[nH]2)cc1C	11

# New compounds follow
mol	BL2 CD40 inh
O=C(COC(=O)/C=C/c1ccccc1)NCc1ccc2c(c1)OCO2	-2
COc1ccc(NS(=O)(=O)c2cc(NC(=O)C3=NN(c4ccccc4)C(=O)CC3)ccc2C)cc1	14
Cc1cc(N2CCCCC2)nc(NCc2ccccc2)n1	31
O=C(Nc1ccccc1Oc1ccccc1)C1CCCC1	4
CC1(C)NC(=O)N(CCCOc2ccc3c(c2)CCC3)C1=O	-54
CN(CC(=O)Nc1ccc(F)cc1)C(=O)CSc1ncccn1	3
N#Cc1nc(COc2ccccc2)oc1NCCN1CCOCC1	-2
Cc1nn2c3ccccc3n(CCN3CCCCC3)c2nc1=O	5

# Continuation.
mol	BL2 CD40 inh
C[C@H]1CN([C@@H](C)CO)C(=O)c2cccc(NS(=O)(=O)c3ccc(Cl)cc3)c2O[C@@H]1CN(C)C(=O)Nc1ccc2c(c1)OCO2	-5[25 µM]
O=C(Nc1cccc(F)c1)C1CCCN(C(=O)c2ccc(Cl)cc2)C1 (stereo not drawn)	7
CCOC(=O)c1cnc2c(C)cccc2c1NCCCN1CCOCC1	-59
O=C(Nc1cccn2ncnc12)c1ccccc1	-19
Cc1nnsc1C(=O)NNS(=O)(=O)c1ccccc1	5
CCN(CC)S(=O)(=O)c1cc(NC(=O)C(C)Nc2ccccc2N2CCOCC2)ccc1C (stereo not drawn)	0
COc1ccc(OCCC(=O)OCC(=O)c2ccc[nH]2)cc1	24
Cn1c(=O)c2c(nc(Oc3ccc(-c4ccccc4)cc3)n2C)n(C)c1=O	15

# Next part
mol	BL2 CD40 inh
COc1cccc(CNC(=O)[C@H]2[C@H](CO)[C@H]3Cn4c(cccc4=O)[C@@H]2N3C(=O)C2CCCC2)c1	-6[25 µM]
CN(C(=O)COC(=O)c1ccc2ccccc2n1)C1CCS(=O)(=O)C1 (stereo not drawn)	2
COc1ccc2cc(C(=O)C3CCCN(C(=O)Cc4c(C)noc4C)C3)ccc2c1 (stereo not drawn)	-12
Cc1ccc(S(=O)(=O)CC(C)N2CCN(C3CCCCC3)CC2)cc1 (stereo not drawn)	4
CCCCc1ccc(NC(=O)CSc2nc(=O)n(CCN(CC)CC)c3c2CCC3)cc1	15
C/C=C/c1ccc([C@H]2[C@@H](CO)N(C(=O)c3ccccc3)C23CN(C(C)=O)C3)cc1	-7[25 µM]
O=C(NCc1ccco1)c1csc2c1CCCC2	-1
O=C(COC(=O)c1cccc(NC(=O)c2ccco2)c1)c1ccc(Br)cc1	-45

# (cont.)
mol	BL2 CD40 inh
N#C[C@H]1[C@@H](c2ccc(C3=CCCCC3)cc2)[C@@H](CO)N1C(=O)Nc1ccccc1F	9[25 µM]
O=C(CCNC(=O)c1ccc(Cl)cc1)NNC(=O)c1ccc(F)cc1	11
Cc1ccc2c(C)c(C(=O)N3CCN(c4cnccn4)CC3)oc2c1C	-34
O=C(C1CCCCC1)N1CC[C@@H]2[C@H](CO)Nc3ccc(C#Cc4ccc(F)cc4)cc3[C@@H]21	3
O=C(N/N=C/c1ccccc1)c1ccc(NC(=O)c2ccc(F)cc2)cc1	1
COC(=O)C(CC(=O)c1ccc(Cl)cc1)c1ccccc1 (stereo not drawn)	-21
CN(C)C=NC(=O)c1cc(C(=O)c2ccc(C(C)(C)C)cc2)c[nH]1	-61
C[C@H](CO)N1C[C@H](C)[C@H](CN(C)C(=O)Nc2ccc(N3CCN(C)CC3)cc2)OCc2cnnn2CCCC1=O	2

# Following part.
mol	BL2 CD40 inh
CC(=O)N1CCN(C(=O)c2cccc(NS(=O)(=O)c3ccc(Br)cc3)c2)CC1	6
CN(c1ccccc1)S(=O)(=O)c1ccc(NC(=O)c2cccs2)cc1	-9
COc1ccc(S(=O)(=O)Nc2ccc3c(c2)[C@@H]2C[C@@H](CC(=O)N(C)C)O[C@@H](CO)[C@@H]2O3)cc1	4[25 µM]
Cc1ccc2c(c1)nc(-n1nc(C)cc1C)c1nnnn12	-7

# Source: PubChem (Broad Institute)

# Some of the compounds tested; the hit share may differ from the screen's.
